# Bioassay records as filed in PubChem BioAssay.
# NPC1 prom act – activates the NPC1 promoter; Huh7 NPC1 promoter luciferase reporter, 24 h; Potency, µM (doses to about 9.22 µM), inactives show at the top dose activation, hits mostly activators; 320,000 tested, 2.4% active;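 further: potency means the concentration at half of the fitted maximal effect; % of control where 0% means no effect; nearly all actives have a fitted effect of over 60% in size; reporter is driven by a mutant NPC1 promoter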
#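 Huh7 cells stably carrying NPC1 promoter–luciferase, plated in Opti-MEM with 10% FBS for 2 h, were exposed to compound in DMSO for 24 h at 37 °C; luciferase reagent was added for 10 min and luminescence read.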
# Tb PFK inh – blocks T. brucei phosphofructokinase; O15648; T. brucei PFK, ADP-Glo luminescence; Potency, µM (highest dose often 57.5 µM), for inactives: at the top dose activity, negative = inhibition, usual class: inhibitors; 330,000 tested, 0.17% active; AID 485367;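 further: potency means the concentration at half of the fitted maximal effect; 0% = uninhibited 1x PFK enzyme wells and -100% = no-enzyme wells; nearly all actives have a fitted effect of over 60% in size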
# Target sequence (O15648 whole entry, looked up): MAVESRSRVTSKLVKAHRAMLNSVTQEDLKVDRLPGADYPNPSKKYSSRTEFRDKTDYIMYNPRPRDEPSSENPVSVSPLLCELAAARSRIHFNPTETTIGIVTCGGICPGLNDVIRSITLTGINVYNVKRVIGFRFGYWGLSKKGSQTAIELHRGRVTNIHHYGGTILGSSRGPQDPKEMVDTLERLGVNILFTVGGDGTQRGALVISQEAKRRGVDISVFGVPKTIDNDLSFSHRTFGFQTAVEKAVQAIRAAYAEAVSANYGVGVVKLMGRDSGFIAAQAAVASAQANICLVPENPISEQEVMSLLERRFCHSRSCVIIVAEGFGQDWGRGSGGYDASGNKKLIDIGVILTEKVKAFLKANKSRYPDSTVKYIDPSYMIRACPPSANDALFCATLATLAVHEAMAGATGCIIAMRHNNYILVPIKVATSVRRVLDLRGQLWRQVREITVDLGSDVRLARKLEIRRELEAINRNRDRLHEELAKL
#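 Compounds were pin-transferred as a titration series up to 57 uM into substrate buffer (0.5 mM F6P, 0.1 mM ATP, pH 8.0), then 1.25 nM PFK was added and reactions ran 45 min before ADP-Glo detection.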
# Gal4-VP16 FLuc – counter-screen for ROR gamma inhibitors: Gal4-VP16 reporter; Potency, µM (series often up to 53.6 µM), inactives show top-dose activity, negative = inhibition, hits mostly inhibitors; AID 2546; Drosophila S2 Gal4-VP16 UAS-luciferase, luminescence, 20 h; 310,000 tested, 3.5% active;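 further: Gal4-VP16 expression switched on by copper sulfate through the metallothionein promoter; potency means the concentration at half of the fitted maximal effect; on the % scale 0 is the no-effect control and ±100 the full control effect; nearly all actives have a fitted effect of over 50% in size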
# Giardia kill – kills Giardia lamblia; Giardia lamblia trophozoite viability; 340,000 tested, 0.15% active; activity change, % at 7.66 µM, hits read low; in the data active means activity change below about -80%; inconclusive means between about -30% and that limit;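 further: parasites exposed to compound for two days anaerobically before the ATP read; on the % scale 0 is the no-effect control and ±100 the full control effect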
#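 Giardia trophozoites, 100 cells per well, were exposed to compounds for 48 hrs at 37 deg C under anaerobic conditions; viability was then read as ATP content by bioluminescence after 15-30 min at room temperature.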
# ELG1 genotox – genotoxicity induction in ELG1-luciferase HEK293T cells; Potency, µM (highest dose often 46 µM), without a hit: top-dose activity change, positive = activation, hits mostly activators; 330,000 tested, 1.3% active; HEK293T ELG1-luciferase reporter, luminescence, 16 h; AID 504466; further: potency means the concentration at half of the fitted maximal effect; % of control where 0% means no effect; nearly all actives have a fitted effect of over 60% in size
#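 Luminescence read-out: rising ELG1-luciferase signal, reflecting elevated ELG1 protein under genetic stress, flags genotoxic compounds. Cells were treated for 16 hr at 37 °C before ONE-Glo detection.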
# KCNH2 3.1 inh – inhibitors of human KCNH2 3.1 potassium channel isoform; U2OS KCNH2 3.1, thallium flux FluxOr; stronger effect = lower value; activity change, % (tested at about 1.8 µM); 340,000 tested, 0.95% active;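 active means maximum activity change below -70%; inconclusive means maximum activity change from -70% to -50%; inactive means maximum activity change above -50%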;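 further: thallium influx rate constant from kinetic fluorescence after stimulation buffer; on the % scale 0 is the no-effect control and ±100 the full control effect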
#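 Thallium flux via FluxOr fluorescence (Red40 quencher, 45 min loading) in U2OS cells virally expressing the KCNH2 3.1 isoform (1.77 x 10^8 /mL virus, overnight at 37 C). Rate constants from 2-min kinetic reads post-stimulation, normalised to positive and negative controls.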
# Rab9 promoter act – Rab9 promoter activation; Huh7 Rab9 promoter-luciferase reporter, luminescence, 24 h; Potency, µM (highest dose often 9.22 µM), inactives show top-dose activation, negative = inhibition, usual class: activators; 320,000 tested, 2.8% active; further: potency means the concentration at half of the fitted maximal effect; % of control where 0% means no effect; nearly all actives have a fitted effect of over 60% in size
#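 Quantitative HTS format; Huh7 Rab9-luciferase reporter cells (1500/well) receive compound 2 h post-plating, incubate 24 h at 37 °C, then get luciferase reagent for 10 min before luminescence reading.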
# uPA generation – cell surface uPA generation inhibition | 330,000 tested, 0.31% active | cell surface uPA generation assay, qHTS | Potency, µM (doses to about 38.3 µM), inactives show at the highest dose activity change, negative = inhibition, most hits filed as inhibitors; active means well fitted inhibition curve with a large enough effect; inconclusive means small, poorly fitted or top-dose-only effect; inactive means no such curve, though single readings can be large or run the other way; tested in mouse RAW 264.7 cells; further: potency means the concentration at half of the fitted maximal effect; on the % scale 0 is the no-effect control and ±100 the full control effect; nearly all actives have a fitted effect of over 55% in size
# Coupling enz – coupling enzyme interference in Giardia aldolase counter-screen; AID 2472; activity change, negative = inhibition, % at 58.2 µM, hits read low; coupling enzyme system counterscreen, AmpLite Red fluorescence; 290,000 tested, 0.67% active; in the data active means activity change below about -30%; further: on the % scale 0 is the no-effect control and ±100 the full control effect
#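 Counterscreen lacking aldolase: glyceraldehyde-3-phosphate coupling-enzyme reagent preincubated 10 min at RT with compound (at 57.5 uM final), then substrate/coupling system with AmpLite Red added; fluorescence read at 525/598 nm after 20 min RT.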
# RORgamma inh – inhibitors of mouse ROR gamma transcriptional activity; 310,000 tested, 5.4% active; Drosophila S2 Gal4-RORgamma UAS-luciferase reporter, 20 h; AID 2551; Potency, µM (highest dose often 53.6 µM), for inactives: top-dose activity change, negative = inhibition, hits mostly inhibitors; further: potency means the concentration at half of the fitted maximal effect; on the % scale 0 is the no-effect control and ±100 the full control effect; nearly all actives have a fitted effect of over 60% in size
# Target sequence (P51450 whole entry, looked up, the tested form may be a part): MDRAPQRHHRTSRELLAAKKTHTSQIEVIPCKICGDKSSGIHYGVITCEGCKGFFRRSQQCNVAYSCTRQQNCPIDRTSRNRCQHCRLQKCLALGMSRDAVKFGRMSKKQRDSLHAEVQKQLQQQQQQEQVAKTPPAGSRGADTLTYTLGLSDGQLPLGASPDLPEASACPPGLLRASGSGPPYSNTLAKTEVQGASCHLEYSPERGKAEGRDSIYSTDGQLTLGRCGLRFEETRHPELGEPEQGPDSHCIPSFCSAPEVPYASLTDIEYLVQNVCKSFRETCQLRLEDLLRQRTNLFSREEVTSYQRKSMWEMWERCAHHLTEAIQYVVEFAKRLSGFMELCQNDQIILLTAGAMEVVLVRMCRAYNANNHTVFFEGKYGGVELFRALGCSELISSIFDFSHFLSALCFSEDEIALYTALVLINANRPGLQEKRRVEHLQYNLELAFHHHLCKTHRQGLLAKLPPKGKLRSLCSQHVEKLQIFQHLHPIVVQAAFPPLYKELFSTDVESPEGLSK
#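 Schneider cells (Drosophila), stable Gal4 DBD–ROR gamma + UAS-luc; 1 hr cmpd preincubation; Cu2+ induction 700 uM final; 20 hr ambient; luminescence.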
# FLuc modulator – counter-screen for miR-21 project: firefly luciferase inhibitors or activators; P08659; purified FLuc, Km substrates, luminescence inhibition; Potency, µM (highest dose often 57.5 µM), for inactives: at the highest dose activity change, negative = inhibition, actives largely listed as inhibitors; 360,000 tested, 6.9% active; AID 588342;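 further: potency means the concentration at half of the fitted maximal effect; plate controls were vehicle for no effect and reference inhibitor for full effect; nearly all actives have a fitted effect of over 55% in size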
#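 Biochemical qHTS of compounds, final roughly 60 µM downward over six points, against 10 nM purified firefly luciferase using Km concentrations of substrates (10 uM D-luciferin, 10 uM ATP) in Tris acetate pH 7.5 buffer; luminescence output.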
# Numbers without * were called inactive; ? = inconclusive; . = no result given; [ ] = another dose, or the depositor's remark. Unless noted, the call rests on the fitted dose curve; in most records, active means well fitted curve in the direction sought with a large enough effect; inconclusive means small, poorly fitted or top-dose-only effect, or another doubt; inactive means no such curve, though single readings can be large; an effect the other way counts as inactive or inconclusive.
structure	NPC1 prom act	Tb PFK inh	Gal4-VP16 FLuc	Giardia kill	ELG1 genotox	KCNH2 3.1 inh	Rab9 promoter act	uPA generation	Coupling enz	RORgamma inh	FLuc modulator
Cc1cccc2c1-c1sc(C(=O)Nc3cccnc3)cc1CO2	?	1%	16%	8	8%	-8	-2%	-5%	-1	-14%	-16%
CCc1ccc2c(CN(C)Cc3ccccc3OC)cc(=O)oc2c1	0%	-4%	7%	11	14%	-19	0%	-1%	0	3%	17µM*
Cn1c(CCN2CCOCC2)nc2cc(NC(=O)COc3ccc(Cl)cc3)ccc21	2%	-11%	5%	-5	-15%	-8	2%	-3%	0	?	2%
COc1cccc(-c2noc(CCCC(=O)NC3CCCC3)n2)c1	1%	-1%	-21%	5	-5%	-9	-1%	2%	2	-2%	-1%
CCOc1cc(C(=O)N2CCCN(C)CC2)cc(OCC)c1OCC	7%	-4%	?	-1	-1%	25	-3%	-5%	-3	-16%	-1%
O=C(Nc1cccnc1)c1ccccc1-c1ccccc1	0%	6%	-1%	-2	0%	-12	-4%	-15%	0	13%	5%
COc1ccccc1N1CCN(C(=O)Nc2ccc([N+](=O)[O-])cc2)CC1	2%	-3%	-6%	2	-4%	-1	-1%	1%	8	?	0%
CC(=O)Nc1cc(-c2ccc(Cl)cc2)nn1-c1ccccc1	-5%	-4%	-4%	7	-4%	-2	4%	8%	-1	18%	-29%
Cc1ccc(-n2c(C)cc(C(=O)CN3CCOCC3)c2C)cc1	24%	-2%	7%	3	4%	5	?	-3%	1	30%	?
CC1(c2ccc(Cl)cc2Cl)NC(=O)N(CC(=O)N2CCN(C(=O)c3ccco3)CC2)C1=O (stereo not given)	0%	-1%	.	4	0%	2	-2%	-5%	.	.	4%
COc1ccc(C(=O)N2CCCCC2)cc1S(=O)(=O)Nc1cccc(C(=O)O)c1	0%	6%	1%	-7	2%	-10	2%	4%	-1	-22%	0%
CCOC(=O)C1CCCN(C(=O)CCCOc2cc(=O)n(C)c3ccccc23)C1 (stereo not given)	3%	1%	-1%	29	?	1	-1%	-7%	1	?	-1%

# Already shown: 3 of the compounds above.
structure	NPC1 prom act	Tb PFK inh	Gal4-VP16 FLuc	Giardia kill	ELG1 genotox	KCNH2 3.1 inh	Rab9 promoter act	uPA generation	Coupling enz	RORgamma inh	FLuc modulator
CCc1ccc2c(CN(C)Cc3ccccc3OC)cc(=O)oc2c1	0%	-4%	7%	11	14%	-19	0%	-1%	0	3%	17µM*
Cn1c(CCN2CCOCC2)nc2cc(NC(=O)COc3ccc(Cl)cc3)ccc21	2%	-11%	5%	-5	-15%	-8	2%	-3%	0	?	2%
COc1cccc(-c2noc(CCCC(=O)NC3CCCC3)n2)c1	1%	-1%	-21%	5	-5%	-9	-1%	2%	2	-2%	-1%

# Remaining list, next part
structure	NPC1 prom act	Tb PFK inh	Gal4-VP16 FLuc	Giardia kill	ELG1 genotox	KCNH2 3.1 inh	Rab9 promoter act	uPA generation	Coupling enz	RORgamma inh	FLuc modulator
Cc1cc(=O)c(C(=O)Nc2cccc(N3CCCC3=O)c2)nn1-c1ccccc1Cl	3%	-5%	.	14	4%	10	1%	-5%	.	.	-17%
Nc1cc(N)nc(SCC(=O)N2CCCCC2)n1	-1%	-3%	4%	6	-1%	11	-10%	-2%	0	-15%	-1%
CC(CCc1ccccc1)NC(=O)C1CCN(C(=O)c2sccc2-n2cccc2)CC1 (stereo not given)	1%	-3%	9%	33[activator]	-11%	-2	-5%	-5%	2	13%	1%
O=C(Nc1ccccc1)/C(=C/c1ccccc1)NC(=O)c1ccco1	-7%	8%	-11%	-14	0%	1	-5%	-4%	-3	-10%	-3%
O=C(NNC(=O)c1cccc([N+](=O)[O-])c1)c1ccncc1	-3%	0%	7%	-8	-1%	-13	0%	4%	-1	1%	0%
N#C/C(=C(/O)CN1CCOCC1)c1nc(-c2ccccc2)cs1	9%	-3%	16%	-22	2%	15	5%	2%	0	41%	?
N#Cc1cc2c(nc1SCc1nc3ccccc3[nH]1)CCC2	0.32µM*	1%	11µM*	.	?	.	0.71µM*	.	-3	10µM*	1.3µM*
CSC1=Nc2sc3c(c2C2=NCCN12)CCCC3	-1%	-1%	-8%	.	0%	.	0%	.	0	?	6%
CCc1noc(C)c1C(=O)OCC(=O)Nc1ccc2c(c1)OCO2	.	-6%	.	11	2%	-19	.	-5%	.	.	.
CC(C)=NNc1nc(-c2ccccc2)c(C)s1	1%	0%	-26%	3	-3%	-11	-1%	11%	-2	11µM*	?
CCNc1nc(SCC(=O)Nc2ccc(Cl)c(Cl)c2)nc(N2CCOCC2)n1	-1%	-1%	-18%	-5	-15%	-12	7%	-5%	-3	?	-3%
COc1ccc(OC)c(N2C(=O)CC(C(C)c3ccccc3)C2=O)c1 (stereo not given)	-1%	-5%	3%	12	0%	-2	4%	-1%	-1	1%	?

# The list goes on.
smiles,NPC1 prom act,Tb PFK inh,Gal4-VP16 FLuc,Giardia kill,ELG1 genotox,KCNH2 3.1 inh,Rab9 promoter act,uPA generation,Coupling enz,RORgamma inh,FLuc modulator
O=C(Nc1cccc(S(=O)(=O)N2CCOCC2)c1)[C@@H]1CCCN1S(=O)(=O)c1ccc(Cl)cc1,0%,?,-3%,16,-1%,?,-5%,2%,-4,43%,1%
CCn1cc(C(=O)Nc2ccc(C)c([N+](=O)[O-])c2)cn1,6%,4%,9%,-6,4%,1,11%,9%,-2,?,-16%
CC(C)c1ccc(N2CC(C)(C)C2=O)cc1,-1%,3%,-1%,7,1%,4,1%,-1%,2,36%,?
CC(OC(=O)C1CSC2(C)CCC(=O)N12)C(=O)Nc1ccc(F)cc1 (stereo not given),-2%,0%,.,-4,-4%,5,1%,4%,.,.,-1%
COc1ccccc1OCC(=O)Nc1nc2c(s1)CCCC2,21%,-4%,-5%,-13,0%,8,22%,-9%,.,-20%,-15%
CC(Sc1nc2ccccc2s1)C(=O)NCc1ccc2c(c1)OCO2 (stereo not given),9%,0%,-12%,-11,1%,-4,5%,-2%,-3,?,-19%
N#C/C(=C\c1cn(CCOc2ccccc2)c2ccccc12)C(=O)NCc1ccco1,-4%,6%,3%,5,?,-8,-3%,4%,2,16%,2%
O=C(CN1CCCC1)Nc1ccc(-c2nc3cc(NC(=O)CN4CCCC4)ccc3o2)cc1,?,16%,-19%,26,?,-5,29%,-12%,-9,-16%,?
CCOC(=O)c1sc(NC(=O)C2CC(=O)N(c3ccc(OCC)cc3)C2)nc1C (stereo not given),3%,0%,6%,11,-1%,-9,0%,-2%,0,3%,3%
CS(=O)(=O)c1ccccc1C(=O)Nc1ccc(S(=O)(=O)N2CCCC2)cc1,.,-1%,.,19,1%,13,.,3%,.,.,.
c1ccc(Cn2c(CN3CCCC3)nc3ccccc32)cc1,1%,10%,?,17,-1%,-4,3%,1%,0,14µM*,-1%
COc1ccc(OCc2cc(=O)[nH]c3ccccc23)cc1,-2%,6%,3%,-3,4%,-9,5%,-6%,-3,28%,?
CNc1nc2c3ccccc3n(C(C)=O)c2s1,10%,0%,0%,-8,?,-19,25%,-11%,0,?,-14%
CCn1c(SCC(=O)NCc2ccco2)nnc1C1CCCC1,0%,-3%,.,6,1%,-1,2%,1%,5,.,-1%
Cc1ccc(/C=N/NC(=O)CNC(=O)COc2ccccc2)o1,-1%,0%,2%,-1,3%,-6,-6%,1%,1,15%,3%
COc1ccc(NC(=O)c2cc(-c3cc(Cl)ccc3O)n[nH]2)c(OC)c1,4%,7%,-6%,10,-1%,24,0%,5%,0,21%,-1%
CN(Cc1ccccc1)C(=O)CN1CCN(S(=O)(=O)c2ccc(Cl)c(Cl)c2)CC1,-2%,1%,.,-10,-3%,-5,-6%,15%,.,.,2%
CC(C)(C)NCC(=O)N/N=C/c1ccc(OCc2ccccc2)cc1,-7%,-3%,-3%,15,14%,-5,1%,-6%,0,12%,-3%
O=C(NC1CCCCC1)N1CCCC(c2nc(-c3ccc(S(=O)(=O)N4CCCC4)cc3)no2)C1 (stereo not given),-4%,0%,0%,37[activator],-10%,12,-6%,-1%,-1,8%,3%
